High-throughput results deposited in PubChem by National Center for Advancing Translational Sciences (NCATS).
Shiga toxin inh: Shiga toxin inhibition | inhibition, % at 38.7 µM | 9.2% of 290,000 active | Vero cells, Shiga toxin protein synthesis inhibition reporter | AID 2315; in the data active = inhibition mostly above about 28%, no sharp cut-off; inactive = mostly below about 43%; note: 0% is about no effect
AMA1 RON2 block: inhibitors of Plasmodium falciparum AMA1-RON2 interaction. AlphaScreen AMA1-biotinylated RON2 peptide binding. Potency, µM (titrated, usually from 58.2 µM), for inactives: top-dose activity change, negative = inhibition, actives largely listed as inhibitors. 0.2% of 360,000 active;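 note: potency is the fitted concentration of half-maximal effect; 0% = vehicle wells and -100% = peptide control; nearly all actives have a fitted effect of over 45% in size; some results filed as inactive show a strong effect at the top dose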
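AMA1 (3D7) with his tag at 25 nM final met compounds first, then biotinylated RON2 peptide at 25 nM; detection used donor plus acceptor beads, 10 µg/mL apiece, read by AlphaScreen after 30 min at room temperature.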
Pf growth 48h: P. falciparum growth inhibition at 48 hours (one generation) | AID 504832 | 5.9% of 310,000 active | P. falciparum luciferase growth in erythrocytes, 48 h | Potency, µM (series often up to 28.7 µM), for the others: top-dose activity change, negative = inhibition, most hits filed as inhibitors; note: potency is the fitted concentration of half-maximal effect; % is set by controls: 0 for no effect and ±100 for the full control effect
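Luciferase-expressing P. falciparum in infected erythrocytes (2% hematocrit, 0.1% parasitemia final) in RPMI 1640/0.5% Albumax were exposed to compound for 48 hours at 37 C, 5% CO2; growth read as luminescence.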
TbPYK inhibitor: blocks Trypanosoma brucei pyruvate kinase | Potency, µM (highest dose often 76.8 µM), for the others: at the highest dose activity, negative = inhibition, usual class: inhibitors | 0.12% of 410,000 active | TbPYK enzyme, Kinase-Glo Plus ATP luminescence, 45 min | Q57TT1; note: potency is the fitted concentration of half-maximal effect; % is set by controls: 0 for no effect and ±100 for the full control effect; nearly all actives have a fitted effect of over 50% in size
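Enzyme and substrate buffer are dispensed first and compound is pin-transferred. ADP at 130 uM final then starts the reaction, which runs 45 min at room temperature. Detection reagent is added for 10 min before luminescence is imaged.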
CHX counter: affects cycloheximide protein synthesis inhibition readout, counter-screen. cell reporter, cycloheximide protein synthesis inhibition counterscreen. 12% of 300,000 active. max response, %; in the data active = max response mostly above about 13%, no sharp cut-off; inactive = mostly below about 14%; note: read at 38.3 µM for the half of the compounds with a filed dose; 0% is about no effect
Pf growth 96h: P. falciparum growth inhibition at 96 hours; P. falciparum luciferase reporter growth, 96 h; Potency, µM (series often up to 28.7 µM), for inactives: top-dose activity change, negative = inhibition, usual class: inhibitors; 6.9% of 320,000 active; note: potency is the fitted concentration of half-maximal effect; % is set by controls: 0 for no effect and ±100 for the full control effect
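Parasite growth measured via integrated firefly luciferase reporter in P. falciparum. Infected erythrocytes at 2% hematocrit, 0.05% parasitemia final were treated 96 hours at 37 C under 5% CO2, and luminescence was read.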
LmPK inh: inhibitors of Leishmania mexicana pyruvate kinase | Q27686 | purified LmPK, Kinase-Glo ATP luminescence, 1 h | Potency, µM (highest dose often 57.5 µM), inactives show at the top dose activity change, negative = inhibition, most hits filed as inhibitors | 0.37% of 290,000 active; note: potency is the fitted concentration of half-maximal effect; % is set by controls: 0 for no effect and ±100 for the full control effect
Target sequence (Q27686 whole entry, looked up): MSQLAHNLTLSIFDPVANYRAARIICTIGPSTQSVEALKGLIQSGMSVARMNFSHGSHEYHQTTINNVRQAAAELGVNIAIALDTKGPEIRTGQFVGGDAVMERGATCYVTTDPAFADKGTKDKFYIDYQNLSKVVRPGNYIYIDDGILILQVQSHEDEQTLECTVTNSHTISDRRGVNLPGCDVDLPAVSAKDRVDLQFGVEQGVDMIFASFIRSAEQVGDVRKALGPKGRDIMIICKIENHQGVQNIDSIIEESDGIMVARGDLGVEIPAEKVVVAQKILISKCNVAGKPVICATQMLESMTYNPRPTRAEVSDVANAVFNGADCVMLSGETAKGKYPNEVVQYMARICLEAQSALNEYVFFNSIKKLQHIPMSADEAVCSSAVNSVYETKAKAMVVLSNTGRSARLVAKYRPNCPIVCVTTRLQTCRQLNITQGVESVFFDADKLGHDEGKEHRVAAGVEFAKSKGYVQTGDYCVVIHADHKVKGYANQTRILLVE
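Purified LmPK (0.1 nM) converted ADP (0.1 mM) to ATP with PEP (0.5 mM) in imidazole buffer pH 7.2 with KCl and MgCl2, 1 h at room temperature. ATP was read by Kinase-Glo luminescence; data normalized to uninhibited and no-enzyme controls.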
Numbers without * were called inactive; u = inconclusive; x = no result given; [ ] = another dose, or the depositor's remark. Unless noted, calls come from the whole dose curve; as a rule, active = well fitted curve in the direction sought with a large enough effect; inconclusive = small, poorly fitted or top-dose-only effect, or another doubt; inactive = no such curve, though single readings can be large; an effect the other way counts as inactive or inconclusive.

Preview:
compound | LmPK inh | Pf growth 48h | Pf growth 96h | TbPYK inhibitor | Shiga toxin inh | AMA1 RON2 block | CHX counter
Cc1ccc(S(=O)(=O)Nc2csc(C)c2C(=O)O)cc1 | 21% | 0% | 6% | -4% | -10 | 23% | -2
N#CCC(=O)NN1Cc2ccccc2C1=N | 1% | 18% | 23% | -12% | -11 | 85%[activator] | -3
O=C(CCCc1c[nH]c2ccccc12)N1CCCCCC1 | 1% | 2% | 5.9µM* | 0% | 38 | -8% | 20*
Cn1c(=O)c2c(ncn2CC(=O)Nc2nc(-c3ccccc3Cl)cs2)n(C)c1=O | 4% | 7% | -11% | -14% | -22 | -6% | -3

Main list, repeating the preview:
compound | LmPK inh | Pf growth 48h | Pf growth 96h | TbPYK inhibitor | Shiga toxin inh | AMA1 RON2 block | CHX counter
Cc1ccc(S(=O)(=O)Nc2csc(C)c2C(=O)O)cc1 | 21% | 0% | 6% | -4% | -10 | 23% | -2
N#CCC(=O)NN1Cc2ccccc2C1=N | 1% | 18% | 23% | -12% | -11 | 85%[activator] | -3
O=C(CCCc1c[nH]c2ccccc12)N1CCCCCC1 | 1% | 2% | 5.9µM* | 0% | 38 | -8% | 20*
Cn1c(=O)c2c(ncn2CC(=O)Nc2nc(-c3ccccc3Cl)cs2)n(C)c1=O | 4% | 7% | -11% | -14% | -22 | -6% | -3
O=C(CSc1ncnc2c1oc1ccccc12)N1CCc2ccccc2C1 | 4% | 23% | 103%[activator] | x | 10 | x | 2
CC(C)c1ccccc1OCC(O)CN1CCN(S(=O)(=O)c2ccc([N+](=O)[O-])cc2)CC1 (centres undefined) | -4% | 3.7µM* | 2.6µM* | 3% | -2 | u | -2
CS(=O)(=O)N1CCN(c2ccccc2NC(=O)Cc2ccc(Cl)cc2)CC1 | 7% | -24% | x | 1% | -7 | 0% | -1
COc1ccc(CSc2nnnn2Cc2ccccc2)cc1OC | 0% | -6% | 31%[activator] | 0% | 2 | 4% | 19
CSc1nc(O)c(Nc2cccc(Cl)c2)c(=O)[nH]1 | -6% | 0% | 17% | -2% | -7 | 6% | -5
CC1(C)Cc2c(sc(NC(=O)COc3ccc(Cl)cc3Cl)c2C(N)=O)C(C)(C)N1 | -3% | 10µM* | u | 4% | -4 | -5% | -1
Cn1c(SCC2CCCCC2)nnc1-c1ccncc1 | -1% | 15% | u | 6% | 76 | -4% | 16*
Nc1cc2nsnc2cc1Br | 3% | -17% | -12% | 2% | -11 | -4% | -2
O=C(Oc1cccnc1)c1cc2ccccc2oc1=O | -13% | 23% | -86% | 11% | 1 | -1% | -2
CCOc1ccc(-n2c(SCc3ccc([N+](=O)[O-])cc3)nnc2-c2ccc(OC)cc2)cc1 | -6% | u | 8.3µM* | -27% | -1 | -12% | 5
CCNc1c(NC(=O)COc2ccc(Cl)cc2)c(=O)oc2ccccc12 | 1% | u | u | -2% | -3 | -1% | -3
O=C(CSc1nc(O)cc(=O)n1-c1ccccc1)NCc1ccccc1 | 6% | -6% | 31%[activator] | -20% | -7 | 5% | 9
O=C(C1=NN[C@@H]2C(=O)N(Cc3ccccc3)C(=O)[C@H]12)c1ccc([N+](=O)[O-])cc1 | -6% | 6% | u | 0% | 1 | -4% | -2
Cc1ccc(N2C(=O)c3ccccc3C2=O)nc1 | 0% | 3%[0.00184 µM] | -19% | -12% | -5 | -7% | -4
CC1(C)Cc2nc3sc4c(NCCO)ncnc4c3cc2CS1 | -3% | u | u | -2% | 26 | 8% | 20*
COc1ccc(C2=NOC(C(=O)Nc3ccc4c(c3)OCCO4)C2)c(OC)c1 (centres undefined) | -2% | u | u | 6% | 25 | -11% | 11
O=C1/C(=C\c2ccco2)SC(=S)N1c1ccccc1 | 4% | 38%[activator] | 36%[activator] | 4% | 39 | -7% | 7
CCN(CC)S(=O)(=O)c1ccc(N2CCCC2)c(NC(=O)c2ccc(OC)cc2OC)c1 | 2% | 13µM* | u | -5% | 14 | -6% | 6
CN(C)S(=O)(=O)Nc1cc(Cl)cc(Cl)c1 | 1% | 4% | 1% | -8% | -3 | 14% | 4
CC(C)c1nc2ccccn2c1NC1CCCCC1 | -2% | 15% | 224%[activator] | 10% | -8 | 1% | -2
O=C(CN1C(=O)c2ccccc2C1=O)NCCc1c[nH]c2ccc(Cl)cc12 | 5% | -9% | u | 0% | 16 | -9% | -3
O=C(NC1CCN(C(=O)NC2CCCCC2)CC1)c1cccc(F)c1 | 5% | 14% | 11% | 4% | -9 | -8% | -3
Cc1ccc(C(=O)N2CCN(S(=O)(=O)c3ccccc3)CC2)cc1 | -3% | 1% | 5% | 5% | -24 | -8% | -2
CC(C)(C)NC(=O)[C@H]1CN(Cc2cccnc2)CCN1C[C@@H](O)C[C@@H](Cc1ccccc1)C(=O)N[C@H]1c2ccccc2C[C@H]1O | x | 11µM* | -17% | -5% | -9 | x | -4
CC(C)(C)N1CC(C(=O)Nc2ccc(C#N)cc2)CC1=O (centres undefined) | 6% | 1% | 196%[activator] | -10% | 23 | -16% | 3
Cc1cccc(NC(=O)c2ccc(COc3ccc(Cl)cc3Cl)o2)n1 | 11% | x | -27% | -4% | 30 | 0% | 4

In the list so far, these contain a cyano group.
compound | LmPK inh | Pf growth 48h | Pf growth 96h | TbPYK inhibitor | Shiga toxin inh | AMA1 RON2 block | CHX counter
N#CCC(=O)NN1Cc2ccccc2C1=N | 1% | 18% | 23% | -12% | -11 | 85%[activator] | -3
CC(C)(C)N1CC(C(=O)Nc2ccc(C#N)cc2)CC1=O (centres undefined) | 6% | 1% | 196%[activator] | -10% | 23 | -16% | 3

Additional results.
compound | LmPK inh | Pf growth 48h | Pf growth 96h | TbPYK inhibitor | Shiga toxin inh | AMA1 RON2 block | CHX counter
CCn1ncc(Br)c1C(=O)Nc1ccccc1OC | 19% | -4% | 79%[activator] | 2% | -3 | 17% | 14
Cc1ccc(NC(=O)N2CCC(NC(=O)c3ccccc3C)CC2)cc1 | 0% | -18% | 27% | -2% | 22 | 2% | -1
Cc1cccc(N2CCN(C(=O)c3cc(S(=O)(=O)N(C)C)ccc3N3CCCC3)CC2)c1C | 13% | 0% | -8% | -2% | -8 | -3% | -3
CC(O)Cn1c(N2CCCC2)nc2c1c(=O)[nH]c(=O)n2C (centres undefined) | 7% | u | -2% | -2% | x | 3% | -2
Cc1nnc(N2CCN(Cc3ccccc3)CC2)[nH]c1=O | -8% | -3% | 53%[activator] | -34% | -6 | -2% | 1
CC(OC(=O)CCOc1ccccc1)C(=O)NC1CC1 (centres undefined) | x | u | 8% | -4% | x | 8% | x
CCCCCSc1cc(OC)c(CCN(C)C)cc1OC | -1% | u | 12µM* | -8% | 4 | -28% | 20*
CN1C(=O)CC2(CC(=O)N(Cc3ccccc3)C2)C1=O (centres undefined) | -7% | 21% | x | -1% | -2 | 19% | 6
CCN(CC(=O)Nc1ccc(NC(C)=O)cc1)C(=O)/C=C/c1c(C)nn(-c2ccc(F)cc2)c1Cl | x | u | u | -7% | x | 33%[activator] | x
COc1ccc(S(=O)(=O)NC(C)C(=O)NCc2cccnc2)cc1C (centres undefined) | x | 5% | 123%[activator] | -11% | x | 0% | x
C[C@]1(C(=O)O)C=C[C@@H](Cc2ccccc2)N1C(=O)c1ccccc1 | 1% | 30% | -9% | 2% | -13 | 8% | -3
CC(=NC1CCCCC1)C1=C(O)c2ccccc2C1=O | 2% | x | u | 1% | 50 | -1% | 46*
Cc1onc(-c2ccccc2)c1C(=O)Nc1c(C)n(C)n(-c2ccccc2)c1=O | -4% | 18% | u | -8% | -15 | -4% | 10
CC(C)N(C(=O)c1nn(C)c2c1CSc1ccccc1-2)C1CCCCC1 | -16% | -24% | 2.1µM* | 6% | -3 | 14% | -1
O=C(Nc1ccccc1)c1ccc(-c2ccccc2C(F)(F)F)o1 | -5% | u | u | -18% | 73* | 12% | 46*
CCOC(=O)COc1cc(O)c2c(=O)cc(-c3ccccc3)oc2c1 | 11% | u | u | 3% | 14 | -3% | 1
NC(=O)c1ccc[n+](CC(=O)c2ccc(Br)cc2)c1 | -11% | -3% | 5% | -4% | 13 | 2% | 7
O=C1Nc2ccc(Cl)cc2C(c2ccccc2)=NC1O (centres undefined) | x | 1% | -23% | 3% | -2 | x | 0
Cc1nc2ccccc2n1C(=O)N1CCOCC1 | 4% | u | -7% | 12% | -3 | -7% | -2
c1cc2c(cc1Oc1nc(N3CCOCC3)nc(N3CCOCC3)n1)OCO2 | 3% | 16% | x | -2% | -7 | 1% | 0
CN1CCN(C(=O)c2ccc3c(c2)N(C)C(=O)/C(=C/c2cccc(Cl)c2)S3)CC1 | -6% | u | u | -2% | -3 | -15% | -3
COc1cc(NC(=O)CN2CCN(C(=O)C3CCCO3)CC2)c(OC)cc1Cl (centres undefined) | 0% | -5% | 14% | -6% | -4 | 2% | -2
CC(=O)N(C)c1ccc(NCc2cc(=O)oc3cc(C)c(O)cc23)cc1 | 0% | 0% | 0% | 0% | 2 | -6% | 12
Cc1ccc(CNC(=O)COC(=O)c2ccc(Cl)c(N)c2)cc1 | 6% | -23% | 54%[activator] | 1% | 5 | 5% | -3

5 compounds out of the list, arranged by SMILES length, descending:
compound | LmPK inh | Pf growth 48h | Pf growth 96h | TbPYK inhibitor | Shiga toxin inh | AMA1 RON2 block | CHX counter
Cc1ccc(NC(=O)N2CCC(NC(=O)c3ccccc3C)CC2)cc1 | 0% | -18% | 27% | -2% | 22 | 2% | -1
Cc1ccc(CNC(=O)COC(=O)c2ccc(Cl)c(N)c2)cc1 | 6% | -23% | 54%[activator] | 1% | 5 | 5% | -3
NC(=O)c1ccc[n+](CC(=O)c2ccc(Br)cc2)c1 | -11% | -3% | 5% | -4% | 13 | 2% | 7
O=C1Nc2ccc(Cl)cc2C(c2ccccc2)=NC1O (centres undefined) | x | 1% | -23% | 3% | -2 | x | 0
CCCCCSc1cc(OC)c(CCN(C)C)cc1OC | -1% | u | 12µM* | -8% | 4 | -28% | 20*
